Compound activity: PubChem BioAssay, National Center for Advancing Translational Sciences (NCATS)
GPT2 inhibitor: GPT2 alanine aminotransferase inhibition | Potency, µM (titrated, usually from 57.7 µM), inactives show top-dose activity change, negative = inhibition, hits mostly inhibitors | Q8TD30 | 100,000 tested, 0.25% active | Recombinant GPT2, coupled pyruvate oxidase/HRP Amplex Red fluorescence; note: potency is the fitted concentration of half-maximal effect; nearly all actives have a fitted effect of over 60% in size; many of its hits are not listed in these tables
Target sequence (Q8TD30 whole entry, looked up): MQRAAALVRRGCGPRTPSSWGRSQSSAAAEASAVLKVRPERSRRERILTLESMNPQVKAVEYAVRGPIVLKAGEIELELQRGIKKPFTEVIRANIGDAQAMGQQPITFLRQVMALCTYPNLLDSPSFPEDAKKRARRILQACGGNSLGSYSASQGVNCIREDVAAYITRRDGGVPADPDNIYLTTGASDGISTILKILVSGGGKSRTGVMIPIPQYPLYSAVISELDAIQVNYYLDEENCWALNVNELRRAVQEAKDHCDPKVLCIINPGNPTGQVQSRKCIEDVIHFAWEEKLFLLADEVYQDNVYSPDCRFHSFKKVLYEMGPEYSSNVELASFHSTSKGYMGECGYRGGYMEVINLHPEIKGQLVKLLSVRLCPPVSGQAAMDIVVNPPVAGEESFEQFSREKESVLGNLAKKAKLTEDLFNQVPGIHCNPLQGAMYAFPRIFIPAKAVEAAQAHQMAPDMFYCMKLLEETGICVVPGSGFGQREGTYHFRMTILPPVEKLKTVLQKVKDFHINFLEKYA
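Fluorescence of coupled pyruvate oxidase/HRP/Amplex Red system (50uM Amplex, 30 min, dark) reports pyruvate formed by GPT2. Enzyme reaction: 10ng/uL GPT2, 2mM L-alanine, 250uM a-KG, 30 min room temperature, pH 7.5; 50uM AOA control.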
IP6K1 inh: inhibitors of human IP6K1; IP6K1 kinase, ADP-Glo luminescence, 2 h; hits give low values; 140,000 tested, 0.81% active; Q92551; activity change, % (series mostly up to about 58 µM); in the data active = activity change below about -25%
Target sequence (Q92551 whole entry, looked up): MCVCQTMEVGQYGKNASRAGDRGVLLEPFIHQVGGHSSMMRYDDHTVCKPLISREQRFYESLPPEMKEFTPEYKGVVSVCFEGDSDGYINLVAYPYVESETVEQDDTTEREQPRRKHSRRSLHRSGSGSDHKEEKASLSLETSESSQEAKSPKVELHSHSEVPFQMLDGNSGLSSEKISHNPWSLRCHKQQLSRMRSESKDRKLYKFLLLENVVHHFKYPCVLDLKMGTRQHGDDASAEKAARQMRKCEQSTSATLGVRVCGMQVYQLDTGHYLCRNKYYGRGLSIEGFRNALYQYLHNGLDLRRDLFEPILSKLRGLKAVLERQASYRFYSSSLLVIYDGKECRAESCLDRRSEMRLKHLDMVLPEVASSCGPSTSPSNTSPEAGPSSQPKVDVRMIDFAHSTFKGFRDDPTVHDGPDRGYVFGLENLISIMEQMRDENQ
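ADP-Glo luminescence measures ADP made by human IP6K1 during a 2 h RT reaction with ATP/IP6 (mix at 1.3 mM/130 uM); top library doses 57.5 and 19.1 uM final.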
SNCA viab count: cell viability loss counter-screen | HEK-293-SNCA-luc viability, GF-AFC fluorescence, 24 h | Potency, µM (top dose mostly 57.1 µM), for the others: at the top dose activity change, negative = cytotoxicity, hits mostly cytotoxic | 150,000 tested, 0.12% active;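 note: potency is the fitted concentration of half-maximal effect; 0% = DMSO-treated cells and -100% = medium-only wells without cells; nearly all actives have a fitted effect of over 30% in size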
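HEK-293-SNCA-luc cells (1500/well) plated 24 h, then exposed 24 h to a dilution series; GF-AFC added 30 min at 37C, fluorescence 405/540 nm; normalised to medium-only and DMSO wells, Hill fit.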
HEK cytotox: cytotoxic compounds in HEK 293 cells; HEK 293 viability, ATP luminescence (CellTiter-Glo), 48-72 h; AID 1345083; Potency, µM (titrated, usually from 115 µM), inactives show at the highest dose activity change, negative = cytotoxicity, most hits filed as inhibitors; 94,000 tested, 6.6% active; note: potency is the fitted concentration of half-maximal effect; nearly all actives have a fitted effect of over 60% in size
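HEK 293 cells at 250 cells/well were exposed to compounds by pintool transfer for 48 or 72 hr at 37 degree Celsius, 5% CO2. Viability was read as ATP-coupled luminescence with CellTiter-Glo after 10 min at room temperature.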
SNCA expr inhib: reduces expression of the alpha-synuclein gene; HEK-293 SNCA-luciferase knock-in, luminescence, 24 h; Potency, µM (titrated, usually from 57.2 µM), inactives show at the highest dose activity change, negative = inhibition, usual class: inhibitors; 140,000 tested, 0.17% active; AID 1671194;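 note: potency is the fitted concentration of half-maximal effect; plate controls were DMSO cells for no effect and cell-free wells for full effect; nearly all actives have a fitted effect of over 45% in size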
NIH3T3 tox: cytotoxic compounds in NIH 3T3 cells; AID 1345082; 94,000 tested, 4.3% active; Potency, µM (series often up to 96.7 µM), inactives show at the top dose activity change, negative = cytotoxicity, most hits filed as inhibitors; NIH 3T3 viability, CellTiter-Glo ATP luminescence, 48-72 h; note: potency is the fitted concentration of half-maximal effect; nearly all actives have a fitted effect of over 55% in size
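ATP-dependent luminescence (CellTiter-Glo) served as the viability signal for NIH 3T3 cells treated with compound for 48 or 72 hr at 37 °C.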
Luciferase inh: Photinus pyralis luciferase inhibition. 76,000 tested, 2.5% active. Potency, µM (series often up to 115 µM), without a hit: top-dose activity change, negative = inhibition, most hits filed as inhibitors. P08659. purified P. pyralis luciferase, luminescence, biochemical; note: potency is the fitted concentration of half-maximal effect; nearly all actives have a fitted effect of over 65% in size
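Luminescence read by CCD imaging after purified firefly luciferase (10nM final) was added to substrate buffer holding 10uM D-luciferin and 10uM ATP, pH 7.5, pre-dosed with compound.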
The depositor's hits bear a star; i = inactive; ? = inconclusive; / = not tested or not shown; & = joins results of further samples; [ ] = remark or other dose. Unless noted, calls come from the whole dose curve; as a rule, active = well fitted curve in the direction sought with a large enough effect; inconclusive = small, poorly fitted or top-dose-only effect, or another doubt; inactive = no such curve, though single readings can be large; an effect the other way counts as inactive or inconclusive. Unless noted, % is set by controls: 0 for no effect and ±100 for the full control effect.

Order of results: GPT2 inhibitor, IP6K1 inh, SNCA viab count, HEK cytotox, SNCA expr inhib, NIH3T3 tox, Luciferase inh
> CC(=O)c1ccc(N2CCN(C(=O)CCCCn3c(=O)[nH]c4ccsc4c3=O)CC2)cc1
  /, -12, -2%, /, 38%[activator], /, /
> CCc1ccc2ncc(C(=O)c3ccc(C)c(C)c3)c(N3CCC(C(N)=O)CC3)c2c1
  /, 5, -13%, /, 10%, /, /
> COc1ccc(-c2noc([C@@H]3Cc4nc[nH]c4CN3C(=O)CSCC(=O)O)n2)cc1
  4%[88.5 µM], 5, 0%[87.6 µM], -14%[172 µM], ?, -20%[174 µM], ?
> CCn1c(CNC(=O)c2ccc(OC)cc2)nnc1SCC(=O)Nc1cccc(C)c1C
  /, 7, ?, /, 2%, /, /
> CCC(=O)Nc1ccc([C@H]2OCC(=O)N(Cc3ccc(F)cc3)[C@@H]2CO)cc1
  2%[88.5 µM], -4, 4%[87.6 µM], -4%[172 µM], -6%[87.6 µM], -16%[138 µM], -6%[172 µM]
> Cc1ccc(C(=O)N2CCc3sc(C(=O)NCc4ccc(C)o4)cc3C2)cc1
  i, 2, 2%, ?, -27%, ?, -3%
> CO[C@H]1C(=O)N(C2CCN(S(=O)(=O)c3ccccc3)CC2)[C@H]1c1ccncc1
  i, 18, 15%, -1%, -15%, 3%, -8%
> O=C(Nc1cccnc1)[C@@H]1C[C@@H](c2ccc(F)cc2)N(CCOc2ccccc2)C1
  -9%[88.5 µM], -2, ?, ?, -28%[87.6 µM], 89µM*, -11%[172 µM]
> OC1CC(c2cc(NCCSC3CCCCC3)ncn2)C1 (centres undefined)
  1%, 5, -19%, ?, 59%[activator], ?, ?
> N[C@H]1CCN2C(=O)c3cc(-c4ccccc4F)ccc3NC(=O)[C@H]12
  -10%[88.5 µM], -2, 0%[87.6 µM], -17%[172 µM], -20%[87.6 µM], -28%[138 µM], -11%[172 µM]
> COc1ccc(-c2cc(C[C@H]3CNCC[C@H]3CC(=O)NCc3ccc4c(c3)OCO4)no2)cc1
  ?, -5, 5%, ?, ?, 79µM*, 13%
> COCc1cc(=O)n(CC(=O)Nc2cccc(C(F)(F)F)c2)c(N2CCOCC2)n1
  i, 25, 11%, ?, 1%, -20%, -5%
> Cc1ccc([S+](=O)([O-])N2CCCC(C(=O)N3CCC(N4Cc5cccn5C4=O)CC3)C2)cc1 (centres undefined)
  i, -6, -3%, 45µM*, -23%, ?, /
> Cc1ccc(Nc2c(-c3ccccn3)nc3ccc(Br)cn23)cc1
  /, -5, 2%, /, 19%, /, /
> O=C(C1CCc2nnc(-c3ccc(Cl)nc3)n21)N1CCN(c2ncccn2)CC1 (centres undefined)
  i, -5, 1%, i, ?, 3%, /
> Cc1ccccc1OCCSc1nc2ccc(NC(=O)c3ccccc3)cc2s1
  /, 8, ?, /, ?, /, /
> CC(=O)N1CCC([C@@H]2CN(C3CCN(C(C)=O)CC3)C[C@H]2CO)CC1
  i, 8, -1%[12.5 µM], 2%, 5%, i, 4%
> COc1ccc(CNC(=O)CN(c2cc(C)cc(C)c2)S(=O)(=O)c2c(C)[nH]c(=O)[nH]c2=O)cc1
  /, -11, 3%, /, 19%, /, /
> Cc1cc2ccccc2n1CCNC(=O)c1cc(C(F)(F)F)cc(C(F)(F)F)c1
  /, 1, 7%, /, -16%, /, /
> COCC(=O)NC1CCC12CCN(C(=O)c1cccc(C#N)c1)CC2 (centres undefined)
  -9%, -7, -12%, ?, -20%, 1%, -1%
> CN(Cc1ccc(-n2cccn2)cc1)Cc1nc(Cc2cccc(F)c2)no1
  i, -4, 2%, ?, -6%, -20%, 23%
> O=C1CCC2(CCCO2)CCN1Cc1cccc(C(F)(F)F)c1 (centres undefined)
  4%, -1, 5%, -11%, -7%, -22%, 0%
> COc1ccc2cc(CNc3ccccc3)c(=O)n(CC(=O)Nc3ccc(C)cc3C)c2c1
  /, 16, 5%, /, 21%, /, /
> C[S+](=O)([O-])N1CCC(c2nnc3n2CCNC3)CC1
  i, 6, 2%, -3%, -7%, i, /
> COCc1ccc2c(c1)c(OC(C)(C)C(=O)Nc1ccccn1)nn2Cc1cccc(OC)c1
  -11%, -7, 5%, ?, 2%, ?, 0%
> COCCN1C(=O)[C@H]2CN(Cc3scnc3C)C[C@H]2C1=O
  -3%, 4, 7%, i, 46%[activator], 5%, 1%
> O=C(COc1ccccc1)N[C@@H]1CN(c2ncccn2)C[C@H]1CO
  i, 5, 10%, i, 32%, -7%, -3%
> O=C(COc1ccccc1)N1CCC2(CC1)CN(c1ncccn1)CC2CO (centres undefined)
  i, 6, -5%, i, -14%, i, -3%
> CCNC(=O)N1CCCCCNC(=O)[C@@H]2CCCC[C@@H]21
  i, -14, -8%, -3%, 4%, -1%, 2%
> O=C(C1CCCN(c2nc3ncccc3o2)C1)N1CCOCC1 (centres undefined)
  -3%[88.5 µM], 5, -12%[87.6 µM], i, -2%[87.6 µM], 0%[138 µM], -9%[172 µM]
> Brc1ccc([C@H]2CN3CCSC3=N2)cc1
  4%&-9%, -1, -4%&-29%, /, 4%, /, /
> CCOc1cccc(CN2CCC3(Cc4ccccc4CNC3=O)C2)c1 (centres undefined)
  2%, -13, -3%, ?, 0%, -16%, /
> CNc1ccc(C)cc1C(=O)NC(C(=O)O)c1c(C)n[nH]c1C (centres undefined)
  i, -9, -7%, i, 14%, 4%, 0%
> COc1ccc(C)cc1-c1cn(C)c(=O)n2cc(COc3ccc(Cl)cc3)nc12
  -2%[88.5 µM], -4, -22%[87.6 µM], ?, -16%[87.6 µM], ?, -27%[172 µM]
> COCCC1(NS(C)(=O)=O)CCNCC1
  i, -11, -13%, 3%, 14%, -9%, -10%
> CNC(=O)C1CCCN1Cc1cccc(-c2cccc(OC)c2)c1 (centres undefined)
  -8%, -14, 0%, ?, -5%, ?, /
> O=C(Cc1ccccc1)N1CCC12Cc1ccccc1NC2=O (centres undefined)
  -6%[88.5 µM], 6, 5%[87.6 µM], 3%[172 µM], 4%[87.6 µM], 1%[138 µM], -1%[172 µM]
> O=C(NCCCc1ccccc1)C1CCN(C(=O)c2ncn3c2COC(c2ccccc2)C3)CC1 (centres undefined)
  ?, -4, 21%, -8%, 44%[activator], i, 16µM*
> COC[C@@H]1CN(S(=O)(=O)c2cc(F)ccc2C)C[C@H]1C(N)=O
  i, 5, -2%, i, -5%, 2%, 1%
> O=C(c1ccncc1)N1CCCC(c2noc(COc3ccccc3)n2)C1 (centres undefined)
  -2%, 28, 1%[12.5 µM], 0%, -1%, 2%, -2%

2 records picked at random from the list so far, as already listed:
Order of results: GPT2 inhibitor, IP6K1 inh, SNCA viab count, HEK cytotox, SNCA expr inhib, NIH3T3 tox, Luciferase inh
> O=C(NCCCc1ccccc1)C1CCN(C(=O)c2ncn3c2COC(c2ccccc2)C3)CC1 (centres undefined)
  ?, -4, 21%, -8%, 44%[activator], i, 16µM*
> O=C1CCC2(CCCO2)CCN1Cc1cccc(C(F)(F)F)c1 (centres undefined)
  4%, -1, 5%, -11%, -7%, -22%, 0%

Other results.
Order of results: GPT2 inhibitor, IP6K1 inh, SNCA viab count, HEK cytotox, SNCA expr inhib, NIH3T3 tox, Luciferase inh
> CC1(C(=O)NCc2cccc(F)c2)CCCCC(=O)N1 (centres undefined)
  -1%, 12, -4%, -3%, -22%, -20%, -3%
> COc1ccc(C(=O)NC2CCN(C(=O)N3CC4CC(C3)[C@H]3CCCC(=O)N3C4)CC2)c(OC)n1 (some centres undefined)
  -4%, 2, -5%, -8%, 2%, -5%, 7%
> COc1cccc(CNC(=O)c2ccc(-c3nc(CS(=O)c4ccccc4)c(C)o3)cc2)c1 (centres undefined)
  /, -1, -11%, /, -23%, /, /
> CCC1CN(C(=O)c2ccc3nc[nH]c3c2)CCC(=O)N1Cc1ccccc1 (centres undefined)
  -3%, 9, 17%, -29%, 15%, -25%, -3%
> Cc1cccc(CNC(=O)C2CCN(c3nnc(-n4c(C)ccc4C)s3)CC2)c1
  /, -9, -6%, /, -21%, /, /
> COc1ccc(C(=O)N2C[C@@H](Oc3ccccc3)C[C@H]2C(=O)N2CCCC2)cc1
  ?, 5, ?, -33%, -6%, -20%, -13%
> CNC(=O)c1ccc2cncn2c1
  i, 2, -5%[87.6 µM], -22%[230 µM], 1%[87.6 µM], -14%[174 µM], -10%[230 µM]
> COCC(=O)N1CCCC(N2C(=O)c3c(c(C)nn3-c3ccccc3)C2C(C)C)C1 (centres undefined)
  /, -2, /, ?, /, -5%, /
> O=C(c1cccs1)N1CCCC(Cc2noc(-c3cnccn3)n2)C1 (centres undefined)
  ?, 9, -8%, -19%, -21%, -30%, 0%
> COc1ccc(C(=O)N2CCOC3(CCN(C(=O)C(N)Cc4ccccc4)CC3)C2)cc1 (centres undefined)
  -1%, 2, ?, 2%, 6%, i, /
> O=C1CC2(CCN(S(=O)(=O)c3ccccc3)CC2)Oc2cc(Cl)ccc21
  i, -13, 2%, ?, 25%, ?, -2%
> O=C(NCc1ccc2c(c1)OCO2)C1CN(c2ccccc2)C(=O)N1 (centres undefined)
  ?, 4, ?, -17%[172 µM], 2%[87.6 µM], ?, -14%[172 µM]
> OC1CC([C@@H](Cc2ccccn2)NC2CCC3(CCNCC3)CC2)C1 (some centres undefined)
  i, 0, -15%, i, -29%, i, -3%
> CCOC(=O)N1CCC(=O)N(C)C[C@H]2COc3ccc(C)cc3[C@H]21
  /, -8, /, -20%, /, ?, /
> O=C(c1ccc(F)c(F)c1)N1CCC2(CC1)N(c1ccccc1)C(=O)CS2(=O)=O
  i, 1, 7%, i, 2%, i, 1%

Taken from above.
HEK cytotox result of CCOC(=O)N1CCC(=O)N(C)C[C@H]2COc3ccc(C)cc3[C@H]21 → -20%
IP6K1 inh result of O=C(c1ccc(F)c(F)c1)N1CCC2(CC1)N(c1ccccc1)C(=O)CS2(=O)=O → 1
IP6K1 inh result of Cc1cccc(CNC(=O)C2CCN(c3nnc(-n4c(C)ccc4C)s3)CC2)c1 → -9
SNCA viab count result of OC1CC([C@@H](Cc2ccccn2)NC2CCC3(CCNCC3)CC2)C1 (some centres undefined) → -15%
IP6K1 inh result of CC1(C(=O)NCc2cccc(F)c2)CCCCC(=O)N1 (centres undefined) → 12
IP6K1 inh result of COCC(=O)N1CCCC(N2C(=O)c3c(c(C)nn3-c3ccccc3)C2C(C)C)C1 (centres undefined) → -2

Full records as entered above. Order of values: GPT2 inhibitor | IP6K1 inh | SNCA viab count | HEK cytotox | SNCA expr inhib | NIH3T3 tox | Luciferase inh
CCC1CN(C(=O)c2ccc3nc[nH]c3c2)CCC(=O)N1Cc1ccccc1 (centres undefined) across the screens: -3% | 9 | 17% | -29% | 15% | -25% | -3%
COc1ccc(C(=O)N2CCOC3(CCN(C(=O)C(N)Cc4ccccc4)CC3)C2)cc1 (centres undefined) across the screens: -1% | 2 | ? | 2% | 6% | i | /
COCC(=O)N1CCCC(N2C(=O)c3c(c(C)nn3-c3ccccc3)C2C(C)C)C1 (centres undefined) across the screens: / | -2 | / | ? | / | -5% | /
